RAD54 branch: RAD54 (human) branch migration inhibition. hit rate 0.14% among 360,000. RAD54 Holliday junction branch migration, FAM/BHQ fluorescence. inhibition, % at 10.4 µM. Q92698;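 active means mean normalized replicate activity at least 40 and at least half of replicates scoring 40 or more; inconclusive means only one of the two criteria met; inactive means mean below 40 and under half of replicates reaching 40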;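 further: 0% = median of neutral control wells and 100% = median of positive control wells; inhibitors cause a drop in the FAM fluorescence signal; in these data hits start at about 50%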
F508del corr: correctors of CFTR F508del function in bronchial epithelial cells; activity (quench increase), % at 7.58 µM; CFBE cells, YFP halide quenching; stimulated with forskolin plus potentiator P3; % fluorescence drop versus neutral controls; hit rate 0.36% among 350,000;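 active means mean added fluorescence quench of at least 8% versus neutral control, with both replicates also reaching 8%; inconclusive means only one of the mean or replicate conditions met; inactive means mean below 8% and not both replicates reaching 8%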;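 further: cells transiently co-express mutant CFTR-F508del with the halide-sensitive YFP; corrector assay measuring rescue of mutant channel to the surface after 24 h compound exposure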
Xi reactivation: activators of X-chromosome reactivation in mouse fibroblasts. XiGFP mouse fibroblasts, % GFP-positive cells imaging, 3 d; cells co-treated with 5-aza-dC sensitizer; scaled so ellipticine positive control = 100%. activation, % at 7.58 µM. hit rate 0.055% among 360,000. AID 743238;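 active means mean normalized replicate activation at least 10% and every replicate at or above 10%; inconclusive means only one of the two criteria met; inactive means mean below 10% and not all replicates reach 10%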;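 further: 0% = median of on-plate neutral control wells and 100% = ellipticine 6 µM median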
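System: SV40-immortalized XiGFP fibroblast cells, line 68-5-11 / Incubation: 3-day compound exposure, then 15 min fixation at room temperature / Compound: single concentration per compound, delivered by pin transfer / Buffer or medium: DMEM plus 5-aza-dC sensitizer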
DENV2 CPE: inhibitors of DENV2 cytopathic effect; hit rate 1.7% among 350,000; CPE inhibition, % at 9.99 µM; DENV2-infected cells, cytopathic effect rescue, plate reader; in the data active means CPE inhibition above about 20%, passing the limit was not always enough; inconclusive means no clear call, values can overlap the other calls; tested in BHK-21 cells;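 further: 0% = median of neutral control wells and 100% = median of positive control wells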
E-sel inducer: induces E-selectin expression in human endothelial cells; hit rate 0.37% among 260,000; HUVEC E-selectin immunofluorescence imaging; normalized: neutral wells 0, TNF-alpha wells 100; P16581; activation, % at 7.58 µM;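 active means mean E-selectin-positive cell signal at least 10% of the positive control, reached in at least 60% of replicates, without over 20% cell loss; inconclusive means no rule given, readout overlaps actives, possibly toxicity-flagged; inactive means the rest, including those meeting only one limit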;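 further: in these data hits start at about 27%; measured in HUVEC primary endothelial cells; signal is the percent of cells scored E-selectin positive by PE staining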
Target sequence (P16581 whole entry, looked up): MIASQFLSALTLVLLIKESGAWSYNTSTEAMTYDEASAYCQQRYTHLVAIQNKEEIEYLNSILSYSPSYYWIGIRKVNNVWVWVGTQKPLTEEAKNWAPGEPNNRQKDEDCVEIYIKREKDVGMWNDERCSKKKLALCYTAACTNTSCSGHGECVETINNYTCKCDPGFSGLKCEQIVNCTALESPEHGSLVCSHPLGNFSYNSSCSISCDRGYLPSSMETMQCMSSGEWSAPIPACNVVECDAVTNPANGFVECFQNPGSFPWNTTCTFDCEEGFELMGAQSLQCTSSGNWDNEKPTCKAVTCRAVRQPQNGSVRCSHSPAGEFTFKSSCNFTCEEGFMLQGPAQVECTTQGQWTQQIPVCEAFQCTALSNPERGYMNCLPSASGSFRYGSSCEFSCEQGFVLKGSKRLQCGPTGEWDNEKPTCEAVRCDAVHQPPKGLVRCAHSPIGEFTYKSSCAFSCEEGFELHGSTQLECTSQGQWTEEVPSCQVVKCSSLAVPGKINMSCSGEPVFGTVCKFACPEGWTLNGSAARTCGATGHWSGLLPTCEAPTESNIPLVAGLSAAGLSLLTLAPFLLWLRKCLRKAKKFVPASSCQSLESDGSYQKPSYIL
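System: HUVEC / Compound: single concentration / Signal: immunofluorescence imaging / Read-out: percent E-selectin-positive cells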
GSIS activator: primary screen for activators of insulin secretion dependent on glucose, INS-1E cells, GLuc reporter luminescence. INS-1E GLuc reporter insulin secretion, 2-3 h. activation, % at 16.6 µM. hit rate 0.61% among 370,000;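 active means lowest replicate activation of at least 40%, so every replicate reaches that level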;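 further: 0% = median of neutral control wells and 100% = median of IBMX positive control wells; some compounds called inactive have numbers as strong as hits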
Casp6 inh: inhibitors of human caspase-6; purified caspase-6, Z-VEID-R110 cleavage fluorescence; inhibition, % at 12.5 µM; AID 686996; hit rate 0.53% among 350,000;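 active means mean inhibition across replicates at least about 35%, with every replicate also reaching that limit, limit read from the data; inconclusive means only one of the two criteria met; inactive means neither criterion met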;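 further: 0% = median of neutral control wells and 100% = no fluorescence left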
Target sequence (P55212 24-179 limits assumed): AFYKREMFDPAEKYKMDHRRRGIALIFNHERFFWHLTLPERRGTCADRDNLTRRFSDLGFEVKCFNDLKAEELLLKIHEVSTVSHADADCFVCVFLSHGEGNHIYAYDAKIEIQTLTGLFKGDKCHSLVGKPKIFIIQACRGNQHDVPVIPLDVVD
Target sequence (P55212 194-293 limits assumed): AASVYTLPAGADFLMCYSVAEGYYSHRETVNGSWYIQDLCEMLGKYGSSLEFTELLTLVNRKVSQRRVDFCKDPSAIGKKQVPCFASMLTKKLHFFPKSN
RAD52 inh: blocks human RAD52 DNA annealing | P43351 | recombinant RAD52 DNA annealing, FRET fluorescence | inhibition, % at 18.7 µM | hit rate 0.46% among 360,000 | AID 651710;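 active means every replicate showing at least 50% inhibition; inconclusive means mean inhibition at least 50% but not in every replicate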
* hit, by the source's call; ? = inconclusive; nt = not tested or not shown; & = joins results of further samples.

SMILES	RAD54 branch	F508del corr	Xi reactivation	DENV2 CPE	E-sel inducer	GSIS activator	Casp6 inh	RAD52 inh
Cn1cnnc1SCC(=O)Nc1ccc(OCc2ccccc2)cc1	nt	-0.2	0.0	0	nt	-22	-3	-11
COc1ccc2c3c(n(C)c2c1)[C@@H](CO)N(C(=O)C1CC1)CC31CCN(CC2CCCC2)CC1	nt	0.2	0.4	2	-0.5	-4	1	-7
O=C(CN1C(=O)CSc2ncccc21)NCCN1CCOCC1	11	2.4	-0.1	?	nt	5	0	-8
CCc1cc(C(=O)c2ccc(OC)cc2)c(NC(=O)COCC(=O)O)s1	-8	2.1	-0.1	6	-0.3	1	5	-10
Cc1ccc([N+](=O)[O-])cc1NC(=O)c1cccnc1	2	-1.3	0.0	-3	nt	-15	0	1
Cc1ccc2sc(NC(=O)CN3C(=O)CCC3=O)nc2c1C	1	3.4	-0.1	?	-0.6	-14	0	-4
COC(=O)c1cc(Cl)c(NC(=O)c2ccc(F)cc2)cc1OC	nt	nt	0.2	4	1.1	7	1	-6
Cc1ccccc1NC(=O)c1ccccc1NC(=O)c1ccccc1F	-2	-0.7	0.0	7	nt	19	-1	-11
C[C@@H]1CN([C@@H](C)CO)C(=O)c2cccc(NS(=O)(=O)c3ccccc3)c2O[C@@H]1CN(C)Cc1ccncc1	-7	-2.4	-0.1	6	0.2	11	0	2
N#C[C@@H]1[C@H](c2ccccc2C2=CCCCC2)[C@H](CO)N1C(=O)c1ccccn1	nt	0.8	0.0	16	-0.1	-11	2	9
COc1ccc(S(=O)(=O)N(C)C[C@H]2Oc3c(NC(=O)C4CCCCC4)cccc3C(=O)N([C@H](C)CO)C[C@@H]2C)cc1	-1&3	-2.5&-1.7	0.1&-0.1	?	1.5&0.0	4	1&3	14&-11
CC1(C(=O)N2CCN(c3ccccc3)CC2)CC1(Cl)Cl (centres undefined)	0	-1.1	0.6	-5	-0.1	7	4	-9
CSc1cccc(NC(=S)N(Cc2ccccc2)Cc2ccccn2)c1	nt	-2.8	0.1	2	nt	15	3	-14
Cn1c(=O)c2cc(NC(=O)Cc3ccccc3F)ccc2n1Cc1ccc(Cl)cc1	2	-1.0	-0.1	3	0.2	17	2	-13
CC(=O)N1CCCN(Cc2cn(-c3cccc(C)c3)nc2-c2cccc(F)c2)CC1	-6	-0.3	0.1	-7	0.5	-19	-6	-20
O=C(CN1CCSc2ccccc21)NCCCc1ccccc1	nt	1.9	0.1	?	3.8	2	-1	-16
C[C@H](CO)N1C[C@H](C)[C@H](CN(C)Cc2ccc(Cl)c(Cl)c2)OCCCC[C@H](C)Oc2ccc(NC(=O)C3CCCCC3)cc2C1=O	-14	-2.4	0.0	4	-0.2	-9	0	-4
CCNC(=S)N(CCc1ccccc1C)Cc1cc2cc(OC)c(OC)cc2[nH]c1=O	nt	nt	0.1	5	nt	-5	2	-3
CCCC/C=C/C(NC(=O)c1ccc(-c2ccccc2)cc1)c1ccccc1 (centres undefined)	-2	1.6	0.0	-9	1.2	12	-1	-14
CCOC(=O)CSc1nn(C)c(=S)s1	4	0.4	0.0	-9	nt	9	3	-35

Look-ups from above:
In DENV2 CPE, `Cn1cnnc1SCC(=O)Nc1ccc(OCc2ccccc2)cc1` is entered as 0
In Xi reactivation, `O=C(CN1C(=O)CSc2ncccc21)NCCN1CCOCC1` is entered as -0.1
In RAD54 branch, `Cc1ccc([N+](=O)[O-])cc1NC(=O)c1cccnc1` is entered as 2
In RAD52 inh, `COc1ccc(S(=O)(=O)N(C)C[C@H]2Oc3c(NC(=O)C4CCCCC4)cccc3C(=O)N([C@H](C)CO)C[C@@H]2C)cc1` is entered as 14&-11
In RAD52 inh, `Cc1ccc2sc(NC(=O)CN3C(=O)CCC3=O)nc2c1C` is entered as -4
In GSIS activator, `CCNC(=S)N(CCc1ccccc1C)Cc1cc2cc(OC)c(OC)cc2[nH]c1=O` is entered as -5

Following part
SMILES	RAD54 branch	F508del corr	Xi reactivation	DENV2 CPE	E-sel inducer	GSIS activator	Casp6 inh	RAD52 inh
CCN(C(=O)CCN1C(=O)c2ccccc2S1(=O)=O)c1ccccc1	9	2.2	0.4	10	-0.1	6	1	-3
C[C@H]1CN([C@@H](C)CO)C(=O)c2cc(-c3ccc(C(=O)N(C)C)cc3)cnc2O[C@H]1CN(C)C	6	-0.3	0.1	-2	0.0	13	-6	-3
Cc1c(C(=O)Oc2cccc3cccnc23)cccc1[N+](=O)[O-]	-6	-1.7	0.0	-4	nt	5	1	-20
O=Nc1c(-c2c(O)[nH]c3cc(Br)ccc23)[nH]c2ccccc12	-6	-2.3	0.3	5	66*	17	-15	-3
COc1cc(C)nc(N2CCC(C(=O)NC3CCCCC3)CC2)n1	4	2.6	nt	10	nt	8	-1	2
O=C(Nc1cccc(F)c1)Nc1ccc2c(c1)OCO2	0	-2.0	0.0	-6	-0.9	15	-5	-4
CC(C)OC(=O)C1C(=O)CC(C)(O)C(C(=O)OC(C)C)C1c1ccc([N+](=O)[O-])cc1 (centres undefined)	nt	nt	0.1	3	0.1	1	1	-13
O=C(C1CCC1)N1CCN(c2ccc(C(F)(F)F)cc2[N+](=O)[O-])CC1	4	-1.7	-0.1	nt	0.0	-9	3	-10
CC(CCc1ccccc1)NC(=O)C1CCN(c2nnc(-n3cccc3)s2)CC1 (centres undefined)	-14	-1.7	0.0	2	0.0	nt	-1	-18
CCCNC(=O)N[C@H]1CC[C@H](CCn2cc(C3CCCCC3)nn2)O[C@@H]1CO	-16	-1.8	0.7	-6	-0.7	-3	1	8
COc1ccc(CN2CCc3ccc(NC(=O)c4ccncc4)cc3C2)c(F)c1	5	1.5	-0.1	3	-0.2	1	-3	-4
COc1ccc(CN(C)C[C@@H]2Oc3ccc(NC(=O)NC(C)C)cc3CC(=O)N([C@H](C)CO)C[C@H]2C)cc1	-34	-0.3	0.5	-5	-5.1	19	0	-2
C[C@@H]1CN([C@H](C)CO)C(=O)c2cc(NC(=O)Cc3cn(C)c4ccccc34)ccc2O[C@@H]1CN(C)Cc1ccc(-c2ccccc2)cc1	nt	3.9	0.0	11	0.2	-43	0	37
CC(C)NC(=O)c1onc(CSc2ccc(F)cc2)c1C(=O)O	1	6.5	-0.7	-3	0.0	-13	2	-4
CC12CCC(=O)N1C(C(=O)Nc1nc(-c3ccc(F)cc3)cs1)CS2 (centres undefined)	nt	5.2	-0.1	-6	nt	5	18	-17
Cc1cc(F)ccc1C(O)c1ncc(-c2ccccc2C(F)(F)F)[nH]1 (centres undefined)	5	5.0	0.2	60*	-0.1	-6	4	-1
C[C@H](CO)N1C[C@H](C)[C@H](CN(C)S(=O)(=O)c2ccccc2)Oc2ccc(N(C)C)cc2CC1=O	-15	1.3	0.2	2	nt	1	1	-16
COc1ccc(S(=O)(=O)N(C)C[C@H]2Oc3c(NC(=O)c4ccncc4)cccc3C(=O)N([C@@H](C)CO)C[C@@H]2C)cc1	-4	3.8	-0.1	0	-8.7	7	-1	-9
C[C@H]1CN([C@@H](C)CO)S(=O)(=O)c2ccc(-c3ccccc3)cc2O[C@H]1CN(C)C(=O)CC1CC1	3	1.2	-0.5	3	0.0	-2	3	5
O=C(COC(=O)CC1CC2CCC1C2)NCc1ccccc1 (centres undefined)	-2	0.3	-0.1	-8	0.1	-2	-4	-9
CCN(CC)C(=O)c1[nH]cnc1C(=O)NCc1ccc(CNC(=O)OC(C)(C)C)cc1	0	0.5	0.0	-5	-0.8	-5	nt	-11
CCCc1cc(=O)oc2c(C)c(OCC(=O)NCCCn3ccnc3)ccc12	10	-0.2	0.4	10	nt	35	-1	-7
CC(C)C#Cc1ccc2c(c1)O[C@H](CN(C)CC1CCOCC1)[C@H](C)CN([C@H](C)CO)S2(=O)=O	-8	1.4	0.8	15	-0.7	0	-4	3
COC(=O)c1ccc(-c2ccc(OC)c([C@H]3[C@H]4C=CC[C@@H](C)[C@@H]4C(=O)N3Cc3ccccc3)c2)cc1	4	1.6	0.0	-2	0.0	-18	2	-6
COc1ccccc1NC(=O)/C(=N/OCc1ccc(C#N)cc1)C(C)=O	nt	0.0	0.0	-4	nt	10	-3	-3
Cc1cccc(N2CCN(C(=O)C3(S(=O)(=O)c4ccc(Cl)cc4)CC3)CC2)c1C	nt	1.2	0.1	3	-0.2	-20	-2	-7
COc1ccc(C)cc1NC(=O)c1ccc(CN2CCc3ccccc3C2)cc1	10	2.0	0.1	-2	2.5	-5	2	-6
Cc1ccc(Cl)cc1N1CCN(S(=O)(=O)N2CCCCC2)CC1	nt	4.0	0.0	0	nt	-1	2	-5
C[C@@H]1CN([C@@H](C)CO)C(=O)c2cc(NC(=O)Nc3ccc(C(F)(F)F)cc3)ccc2O[C@@H](C)CCCCO[C@@H]1CN(C)C(=O)CCCN(C)C	24	2.3	-0.1	2	-0.2	11	nt	nt
COc1ccc(-c2ccc([C@H]3[C@@H](CO)N4C(=O)CN(C(=O)NC(C)C)C[C@H]34)cc2)cc1	nt	-0.1	0.0	-9	0.1	-2	0	1
CSc1nsc(SC)c1C(N)=O	nt	0.7	0.0	2	nt	3	-2	-20
CCCOc1ccc(C(=O)NCC2OCCc3ccccc32)cc1OC (centres undefined)	nt	nt	0.0	-7	nt	12	4	-5
N#C/C(=C\c1ccc(O)c(O)c1)C(=O)NCCCc1ccccc1	-15	2.4	0.3	?	-0.1	nt	nt	-53
CCN(CC)c1ccc(/C=C2\CCC(/C=N/NC(=O)c3ccc(=O)n(C)c3)=C2N2CCOCC2)cc1	nt	3.4	0.3	7	nt	-8	1	-90
COc1cccc(NC(=O)N[C@@H]2CC[C@@H](CC(=O)Nc3ccccc3)O[C@H]2CO)c1	1	1.5	0.2	-5	0.0	0	3	-8
CC(=O)Nc1ccc(/C=N/Nc2nncc3ccccc23)cc1	2	5.6	0.3	3	nt	20	-4	-5
CCN(c1ccccc1)S(=O)(=O)c1nnc(NC(=O)c2ccccc2OC)s1	1	2.3	-0.1	-3	0.3	-13	-3	-16
Cc1c(C(=O)Nc2ccc(C(=O)Nc3ccccc3)cc2)cccc1[N+](=O)[O-]	-3	2.6	0.0	26*	0.0	-1	0	-7
COc1ccc2[nH]c(C)c(CCNC(=S)Nc3ccc(C)cc3)c2c1	-3	2.5	0.0	2	-0.8	-14	3	-27
Cc1cccc(-c2cc(C(=O)N3CCCc4ccccc43)c3ccccc3n2)c1	4	-1.2	0.6	nt	-0.2	7	nt	nt

One compound at a time (already shown). Values in the order: RAD54 branch, F508del corr, Xi reactivation, DENV2 CPE, E-sel inducer, GSIS activator, Casp6 inh, RAD52 inh
Results for `COc1ccc(-c2ccc([C@H]3[C@@H](CO)N4C(=O)CN(C(=O)NC(C)C)C[C@H]34)cc2)cc1` = nt, -0.1, 0.0, -9, 0.1, -2, 0, 1
Results for `N#C/C(=C\c1ccc(O)c(O)c1)C(=O)NCCCc1ccccc1` = -15, 2.4, 0.3, ?, -0.1, nt, nt, -53
Results for `COc1ccc2[nH]c(C)c(CCNC(=S)Nc3ccc(C)cc3)c2c1` = -3, 2.5, 0.0, 2, -0.8, -14, 3, -27
Results for `COc1ccccc1NC(=O)/C(=N/OCc1ccc(C#N)cc1)C(C)=O` = nt, 0.0, 0.0, -4, nt, 10, -3, -3
Results for `CC(C)C#Cc1ccc2c(c1)O[C@H](CN(C)CC1CCOCC1)[C@H](C)CN([C@H](C)CO)S2(=O)=O` = -8, 1.4, 0.8, 15, -0.7, 0, -4, 3

No enrichment for hits. Share with any hit: about 3.7%.
